Bioassay records: PubChem BioAssay, Sanford-Burnham Center for Chemical Genomics
ER stress surv: ER stress cell death inhibition; CSM14.1 thapsigargin ER stress survival, ATP luminescence; relative survival (cellular ATP), % at 15 µg/mL (by protocol); 48,000 compounds, 0.33% hits; AID 1010;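 active = survival measured by cellular ATP above 50% at 15 µg/ml in the first screen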;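 note: cell death triggered by about 15 µM thapsigargin; ATP read 24 h after thapsigargin was added; plate controls were thapsigargin with DMSO for no effect and DMSO without thapsigargin for full effect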
The depositor's hits bear a star; & = joins results of further samples. These rows are one share of the data; the hit share may differ from the screen's.

Results for Cc1ccc(S(=O)(=O)N2CCN(Cc3cccnc3)CC2)cc1 ?
ER stress surv: -1

What do the screens show for `CCOc1ccc(C(=O)NC(C)(C)C)cc1[N+](=O)[O-]`?
ER stress surv: -3

How did C=CCN1C(=O)/C(=C\c2ccc([N+](=O)[O-])o2)C(=O)NC1=S do in these assays?
ER stress surv: 9

How did O=C(NCCN1CCN(C(=O)c2ccc(Cl)cc2Cl)CC1)c1ccc(Cl)cc1Cl do in these assays?
ER stress surv: 8

Results for Cc1ccc(/C(O)=C2\C(=O)C(=O)N(CCCC(=O)O)C2c2ccc(N(C)C)cc2)cc1 (stereo unspecified) ?
ER stress surv: 4

Results for COc1ccc(S(=O)(=O)N2CCN(C(=O)c3cccnc3)CC2)cc1 ?
ER stress surv: 7

How did CCC(=O)N1N=C2c3ccc(OC)cc3CCC2C1c1ccc(N(C)C)cc1 (stereo unspecified) do in these assays?
ER stress surv: 4

What do the screens show for `CC(=O)c1c(C)oc2c1cc(OC(=O)c1ccco1)c1ccccc12`?
ER stress surv: 13

What do the screens show for `COc1ccc(OCC(=O)N2CCN(c3ccccn3)CC2)cc1`?
ER stress surv: 6

How did CCOC(=O)c1ccc(NC(=O)CCCOc2ccccc2)cc1 do in these assays?
ER stress surv: -4

Results for O=C(Nc1ccc(-c2nnc(-c3ccccc3)o2)cc1)C(c1ccccc1)c1ccccc1 ?
ER stress surv: 2

Results for CC(=O)c1sc(N)c(C(=O)OC(C)C)c1C ?
ER stress surv: 15

Results for O=C(Nc1ccc(I)cc1Cl)c1cccc(Cl)c1Cl ?
ER stress surv: 2

Results for CC(=O)Oc1ccccc1-c1nc2s/c(=C/c3ccco3)c(=O)n2n1 ?
ER stress surv: 1

How did COc1ccc2[nH]cc(CCC(=O)O)c2c1 do in these assays?
ER stress surv: 10

How did Clc1ccc(Cn2cc(/C=N/n3cnnc3)c3ccccc32)cc1Cl do in these assays?
ER stress surv: -12

How did CCOc1cc(/C=C2\SC(=S)N(NC(=O)c3ccccc3Cl)C2=O)ccc1O do in these assays?
ER stress surv: 8

How did O=C(Nc1ccc(O)c(-c2nc3cc(Cl)ccc3o2)c1)c1cccnc1 do in these assays?
ER stress surv: 1

How did COc1ccc2ccccc2c1/C=N/NC(=O)c1cc(C)[nH]n1 do in these assays?
ER stress surv: 6

What do the screens show for `O=C(CSc1nnnn1-c1ccccc1)c1ccc([N+](=O)[O-])cc1`?
ER stress surv: 16

What do the screens show for `Clc1ccccc1CN1CCN(N=Cc2cccc(Br)c2)CC1`?
ER stress surv: -5

How did O=C(Nc1ccc(Cl)cc1)c1cc2n(n1)C(C(F)(F)F)CC(c1ccccc1)N2 (stereo unspecified) do in these assays?
ER stress surv: 4

How did Cc1cc(OCC(=O)Nc2ccc([N+](=O)[O-])cc2)cc(C)c1Cl do in these assays?
ER stress surv: 12

Results for O=C(COc1ccccc1Cl)Nc1cccc(-c2cc3ccccc3oc2=O)c1 ?
ER stress surv: 1

How did C=CCn1c2ccccc2c2nnc(SCC)nc21 do in these assays?
ER stress surv: 6

Results for O=c1c2ccc(Br)c3cccc(c32)c2nc3ccc4c5c(ccc(c35)n12)CC4 ?
ER stress surv: 8

How did O=C(Nc1cccnc1)c1cnn2c1NC(c1ccco1)CC2C(F)(F)F (stereo unspecified) do in these assays?
ER stress surv: 3

How did CC(NC(=O)CSC(=O)c1ccccc1)c1ccccc1 (stereo unspecified) do in these assays?
ER stress surv: 7

Results for Cc1ccc(-c2nc3cc(Cl)cc(Cl)c3o2)cc1NC(=O)c1ccc(Br)o1 ?
ER stress surv: 14

How did CCSc1nc(SCC)c2c3c(sc2n1)CN(C)CC3 do in these assays?
ER stress surv: 4

Results for COC(=O)c1ccccc1NC(=O)C1CCC(C)(C(=O)O)C1(C)C (stereo unspecified) ?
ER stress surv: 10

How did C/C(Nc1ccc(C)cc1)=C(\C#N)C(=O)NC1CCCCC1 do in these assays?
ER stress surv: 0

How did O=C(CNc1cccc(Cl)c1)c1ccc(Br)cc1 do in these assays?
ER stress surv: 3

Results for COc1ccc(-c2nc3cc(NC(=O)c4ccc(F)cc4)ccc3o2)cc1Cl ?
ER stress surv: 4

What do the screens show for `CCCOC(=O)c1ccc(NC(=O)COc2ccc3ccccc3c2)cc1`?
ER stress surv: 8

How did COc1cc(/C=C2/SC(=S)N(Cc3ccccc3)C2=O)cc(Cl)c1OCc1ccccc1 do in these assays?
ER stress surv: 7

How did C=C(C)CSc1nnc2n(-c3ccc(C)cc3)c(=O)c3c4c(sc3n12)COC(C)(C)C4 do in these assays?
ER stress surv: 14

Results for CCc1ccccc1NC(=O)/C(C#N)=C\c1ccc(Sc2ccccc2)o1 ?
ER stress surv: -3

What do the screens show for `CC(=O)Nc1ccc(OCC=C(Cl)Cl)cc1`?
ER stress surv: 5

How did O=C(COc1ccc(Cl)cc1)NNC(=O)c1ccc([N+](=O)[O-])cc1Cl do in these assays?
ER stress surv: 10

How did Cc1cc(C)c2oc(-c3ccc(NC(=O)COc4ccccc4[N+](=O)[O-])cc3)nc2c1 do in these assays?
ER stress surv: 2

How did CCCCOc1ccc(OCCNS(=O)(=O)N(C)C)cc1 do in these assays?
ER stress surv: 16

Results for COc1ccc(C=C2C(=O)N(C)C(=O)N(C)C2=O)cc1O ?
ER stress surv: 8

How did Cc1nn(-c2ccc(C(F)(F)F)cn2)c(C)c1Oc1ccccc1O do in these assays?
ER stress surv: 8

Results for Cc1ccnc(NC(=O)COc2cc(C)ccc2C(C)C)c1 ?
ER stress surv: -2

What do the screens show for `Nc1nnc(SCC(=O)N2c3ccccc3Sc3ccccc32)s1`?
ER stress surv: 3

What do the screens show for `O=c1nc2s/c(=C/c3ccc(Cl)c(Cl)c3)c(=O)n2nc1Cc1ccccc1`?
ER stress surv: 2

What do the screens show for `COc1ccc(/C=C/C(=O)N2CCOCC2)cc1Br`?
ER stress surv: 0

What do the screens show for `N/C(=N\OC(=O)c1ccccc1Cl)c1ccncc1`?
ER stress surv: -8

What do the screens show for `Nc1ccc2nc(SCC(=O)NCc3ccco3)sc2c1`?
ER stress surv: -1

How did COc1cc(NC(=O)c2ccccc2Br)cc(OC)c1 do in these assays?
ER stress surv: 1

What do the screens show for `C=CCc1cccc(/C=N/Nc2nc(-c3cc4cc(OC)ccc4oc3=O)cs2)c1O`?
ER stress surv: 1

How did COc1ccc(-c2cc(C(=O)NCCc3ccccc3)c3ccccc3n2)cc1OC do in these assays?
ER stress surv: -1

Results for COc1ccc(N2C(=O)NC(=O)/C(=C/c3cccc(C(F)(F)F)c3)C2=O)cc1 ?
ER stress surv: -5

Results for CC1C(C(=O)N(C=O)c2ccccc2F)C2C=CC1C21CC1 (stereo unspecified) ?
ER stress surv: -4

How did COCC(O)CN1CCN(c2ccc([N+](=O)[O-])cc2Cl)CC1 (stereo unspecified) do in these assays?
ER stress surv: 3&-4

Results for COc1ccc(C2(CNS(=O)(=O)c3ccccc3)CCCC2)cc1OC ?
ER stress surv: 9

Results for COc1cc(CN2CCN(S(=O)(=O)c3ccc(C)cc3)CC2)cc(OC)c1OC ?
ER stress surv: 0

What do the screens show for `COc1ccc(C2CC(=O)C3=C(C2)Nc2ccccc2NC3c2cccc(Br)c2)cc1OC` (stereo unspecified)?
ER stress surv: 122*

How did CCOc1ccc(N(CC(=O)Nc2ccccc2OC)S(C)(=O)=O)cc1 do in these assays?
ER stress surv: 7

How did COc1ccc(C(=O)/C=C\Nc2ccc3c(c2)OCO3)cc1OC do in these assays?
ER stress surv: 15

How did CC1=NCCN1S(=O)(=O)c1ccc(Cl)cc1 do in these assays?
ER stress surv: 0

What do the screens show for `O=[N+]([O-])c1cccc2c1NC(c1ccccc1F)C1CC=CC21` (stereo unspecified)?
ER stress surv: 18

What do the screens show for `Cc1ccc(OCC(=O)Nc2ccc(S(=O)(=O)Nc3onc(C)c3C)cc2)c(C)c1`?
ER stress surv: 9

What do the screens show for `O=C1C2C3C=CC(C3=C(c3ccccc3)c3ccccc3)C2C(=O)N1c1cccc(C(F)(F)F)c1` (stereo unspecified)?
ER stress surv: 0

Results for Cc1ccc2nsnc2c1NC(=O)c1cccc(Br)c1 ?
ER stress surv: 7

What do the screens show for `CCc1ccccc1NC(=O)c1c(-c2ccccc2Cl)noc1C`?
ER stress surv: 6

What do the screens show for `COc1ccc(C(C[N+](=O)[O-])C2(c3ccc(OC)c(OC)c3)C(=O)c3ccccc3C2=O)cc1` (stereo unspecified)?
ER stress surv: 8

What do the screens show for `COc1ccc(-c2c(-c3ccc(Cl)cc3)nn(-c3ccccc3)c2N)cc1OC`?
ER stress surv: 12

Results for O=C(N/N=C/c1cccc(O)c1)C(=O)N1CCCCCC1 ?
ER stress surv: 14

What do the screens show for `O=C1NC(=S)NC(=O)C1=Cc1ccccc1OCc1ccc([N+](=O)[O-])cc1`?
ER stress surv: -8

How did O=C(CN(Cc1ccccc1)S(=O)(=O)c1ccccc1)N/N=C/c1ccccc1F do in these assays?
ER stress surv: 9

What do the screens show for `O=C(CCc1ccccc1)Nc1ccc2c(c1)OCCO2`?
ER stress surv: -2

How did O=C1C2ON(c3ccc(Cl)cc3)C(c3cccs3)C2C(=O)N1c1cccc(C(F)(F)F)c1 (stereo unspecified) do in these assays?
ER stress surv: 6

What do the screens show for `COc1ccc(C(CC(=O)O)CC(=O)O)cc1OC`?
ER stress surv: 0

Results for Cc1nnc(N/N=C/c2cccc(Br)c2)[nH]c1=O ?
ER stress surv: -4

Results for COCc1cc(C)nc(NNC(=S)Nc2ccccc2)c1C#N ?
ER stress surv: 3

Results for O=C(c1cc(F)c(F)cc1Cl)N1CCN(c2cc(N3CCCCC3)c(F)cc2[N+](=O)[O-])CC1 ?
ER stress surv: 2

What do the screens show for `COc1ccccc1C(=O)NNC(=O)COc1ccc(Cl)cc1Br`?
ER stress surv: 10

Results for CC(C)COc1ccc(C(=O)N/C(=C/c2ccccc2)C(=O)NCC(=O)OCc2ccccc2)cc1 ?
ER stress surv: 80*

How did O=c1[nH]c(Nc2nc3ccccc3o2)nc(O)c1Cc1ccccc1 do in these assays?
ER stress surv: 3

Results for COc1ccccc1CNC(=O)COc1ccc2ccccc2c1 ?
ER stress surv: 6

How did CCC(Oc1ccccc1)C(=O)Nc1sc(C)c(C)c1C#N (stereo unspecified) do in these assays?
ER stress surv: 3

What do the screens show for `COc1ccc(NC(=O)c2c(OC)cccc2OC)c(OC)c1`?
ER stress surv: -10

Results for O=C(Nc1ccc(-c2nc3ccccc3o2)cc1)c1cccs1 ?
ER stress surv: -1

Results for COc1ccc(C2CC(C(F)(F)F)n3nc(C(N)=O)c(Cl)c3N2)cc1OC (stereo unspecified) ?
ER stress surv: 2

What do the screens show for `COc1cccc(C2NC(=O)NC(C)=C2C(=O)Nc2ccccc2Cl)c1` (stereo unspecified)?
ER stress surv: 6

What do the screens show for `O=C(NCc1ccccc1)c1ccc(Cl)c(S(=O)(=O)N2CCCCC2)c1`?
ER stress surv: 4

How did O=C(Nc1ccccc1)c1cccc(S(=O)(=O)Nc2ccccn2)c1 do in these assays?
ER stress surv: 6

What do the screens show for `O=c1c2c(nc3cc(-c4ccc(I)cc4)[nH]n13)CCS2`?
ER stress surv: -5

What do the screens show for `Cc1ccc(N2C(=O)/C(=C/c3ccc(Oc4ccc([N+](=O)[O-])cn4)cc3)C(=O)NC2=S)c(C)c1`?
ER stress surv: 10

What do the screens show for `CCOC(=O)C(=O)N1CCN(c2ccccc2OC)CC1`?
ER stress surv: 2

How did O=C(Nc1ccc(Cl)cn1)C(c1ccccc1)c1ccccc1 do in these assays?
ER stress surv: 14

Results for COc1cccc(/C=C(\C#N)c2nc3ccc(C)cc3[nH]2)c1OCC(=O)O ?
ER stress surv: 10

Results for NC(=O)SCC(=O)Nc1ccc(Cl)cc1 ?
ER stress surv: 3

Results for Cc1ccc2c(nc3s/c(=C/c4cc5c(cc4Br)OCO5)c(=O)n32)c1C ?
ER stress surv: 10

Results for O=C(Nc1cccc(C(F)(F)F)c1)c1cccc(N2C(=O)c3ccccc3C2=O)c1 ?
ER stress surv: 5

How did C/C(=N\N1CCN(Cc2ccccc2)CC1)c1ccco1 do in these assays?
ER stress surv: 8

How did O=C1NC(=O)N(c2ccc(Cl)cc2)C(=O)/C1=C\c1ccc(N2CCCC2)cc1 do in these assays?
ER stress surv: 2

How did CSC1=C(C#N)C(c2ccc(Br)cc2)CC(=O)N1 (stereo unspecified) do in these assays?
ER stress surv: 2

What do the screens show for `COc1ccc(OC)c(N(CC(=O)N2CCc3ccccc3C2)S(=O)(=O)c2ccccc2)c1`?
ER stress surv: 4

What do the screens show for `CCOP(=O)(OCC)C(Nc1ccc([N+](=O)[O-])cc1)c1c[nH]c2ccccc12` (stereo unspecified)?
ER stress surv: -3

Results for NC1=NC(=O)/C(=C/c2ccc(OC(=O)c3ccco3)cc2)S1 ?
ER stress surv: 6
